MBNL1 CUG block: qHTS Assay for Inhibitors of MBNL1-poly(CUG) RNA binding; TR-FRET MBNL1-His/biotin-(CUG)12 binding, 665/545 ratio; AID 2675, 2010; 0.036% of 280,000 active; Potency, µM (top dose mostly 57.5 µM), inactives show top-dose activity change, negative = inhibition, actives largely listed as inhibitors; active = well fitted inhibition curve with a large enough effect in the signal ratio, with a control signal flat, not every such curve was filed as active; inconclusive = small, poorly fitted or top-dose-only effect, or effect the other way, or a change in a side signal; inactive = no such curve, though single readings can be large or run the other way; the % refers to the signal ratio; note: potency is the fitted concentration of half-maximal effect; % is set by controls: 0 for no effect and ±100 for the full control effect
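Ratiometric TR-FRET (665 over 545 nm, excitation 340 nm) tracks disruption of MBNL1-His/biotin-(CUG)12 complex after 60 min at room temperature, with compounds at 92 nM to 58 uM final.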
FLuc counter: qHTS profiling assay for firefly luciferase inhibitor/activator using purifed enzyme and Km concentrations of substrates (counterscreen for miR-21 project); 6.9% of 360,000 active; Potency, µM (doses to about 57.5 µM), inactives show top-dose activity change, negative = inhibition, hits mostly inhibitors; purified FLuc, Km substrates, luminescence inhibition;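 note: potency is the fitted concentration of half-maximal effect; plate controls were vehicle for no effect and reference inhibitor for full effect; nearly all actives have a fitted effect of over 55% in size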
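Purified P. pyralis luciferase (10nM final) with 10uM D-luciferin and 10uM ATP (Km levels) in 50mM Tris acetate pH 7.5, 10mM Mg acetate, 0.01% Tween-20, 0.05% BSA; qHTS 6-point titration, ~60 µM downward; luminescence read.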
Gal4-VP16 FLuc: VP16 counterscreen qHTS for inhibitors of ROR gamma transcriptional activity | Drosophila S2 Gal4-VP16 UAS-luciferase, luminescence, 20 h | Potency, µM (top dose mostly 53.6 µM), inactives show top-dose activity, negative = inhibition, usual class: inhibitors | 3.5% of 310,000 active | AID 2546, 2010;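 note: Gal4-VP16 expression switched on by copper sulfate through the metallothionein promoter; potency is the fitted concentration of half-maximal effect; % is set by controls: 0 for no effect and ±100 for the full control effect; nearly all actives have a fitted effect of over 50% in size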
RORg inh: qHTS for inhibitors of ROR gamma transcriptional activity; Nuclear receptor ROR-gamma (Mus musculus), P51450; Drosophila S2 Gal4-RORgamma UAS-luciferase reporter, 20 h; Potency, µM (titrated, usually from 53.6 µM), without a hit: top-dose activity change, negative = inhibition, most hits filed as inhibitors; 5.4% of 310,000 active; note: potency is the fitted concentration of half-maximal effect; % is set by controls: 0 for no effect and ±100 for the full control effect; nearly all actives have a fitted effect of over 60% in size
Target sequence (P51450 whole entry, looked up, the tested form may be a part): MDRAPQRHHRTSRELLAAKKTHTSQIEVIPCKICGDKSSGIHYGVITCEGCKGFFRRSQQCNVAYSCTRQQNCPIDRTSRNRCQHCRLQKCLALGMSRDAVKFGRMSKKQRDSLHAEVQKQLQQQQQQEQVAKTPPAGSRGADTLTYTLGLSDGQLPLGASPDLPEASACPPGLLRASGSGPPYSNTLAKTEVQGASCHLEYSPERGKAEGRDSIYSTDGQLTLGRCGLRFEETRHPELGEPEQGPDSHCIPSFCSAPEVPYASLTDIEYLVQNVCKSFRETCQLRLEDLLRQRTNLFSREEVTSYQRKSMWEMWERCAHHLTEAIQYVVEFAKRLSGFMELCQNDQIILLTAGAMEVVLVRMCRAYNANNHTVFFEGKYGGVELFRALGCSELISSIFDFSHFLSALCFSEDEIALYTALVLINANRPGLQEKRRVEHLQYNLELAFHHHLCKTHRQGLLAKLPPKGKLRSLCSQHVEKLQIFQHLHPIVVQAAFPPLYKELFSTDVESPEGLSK
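Using a luciferase readout, inhibitors were identified by reduced reporter activity in Drosophila cells coexpressing a copper-inducible Gal4–ROR gamma fusion and UAS-driven Photinus luciferase, incubated 20 hr after 700 uM copper sulfate.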
Mito fusion act: qHTS Assay for Small Molecule Inhibitors of Mitochondrial Division or Activators of Mitochondrial Fusion; S. cerevisiae fusion-defective mutant growth rescue, CellTiterGlo 48 h; Potency, µM (titrated, usually from 46.1 µM), for the others: top-dose growth rescue (activation), actives largely listed as activators; 0.23% of 320,000 active; AID 485298, 2010;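 note: potency is the fitted concentration of half-maximal effect; % of control where 0% means no effect; nearly all actives have a fitted effect of over 45% in size; temperature-sensitive fusion mutants such as fzo1-1 at 37 °C on non-fermentable ethanol glycerol medium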
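Luminescent cell viability in 1536-well qHTS format served as the measure of rescued growth in ts fusion-mutant S. cerevisiae cultured on non-fermentable YPEG for 48 hours at 37C.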
KCNH2 3.1 inh: qHTS for Inhibitors of KCHN2 3.1: Mutant qHTS; Potassium voltage-gated channel subfamily H member 2, brain isoform KCNH2 3.1 (human); U2OS KCNH2 3.1, thallium flux FluxOr; active compounds read low; activity change, % (tested at about 1.8 µM); 0.95% of 340,000 active; AID 720553, 2013;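 active = maximum activity change below -70%; inconclusive = maximum activity change from -70% to -50%; inactive = maximum activity change above -50%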;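 note: thallium influx rate constant from kinetic fluorescence after stimulation buffer; % is set by controls: 0 for no effect and ±100 for the full control effect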
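Virally transduced U2OS (3.1 isoform, 4 h infection in dark at RT) → overnight 37 C → FluxOr + Red40 in HBSS/HEPES, 45 min → stimulation buffer, 2 min kinetic read → rate constant vs DMSO controls.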
Menin-MLL TR inh: qHTS Assay for Inhibitors Targeting the Menin-MLL Interaction in MLL Related Leukemias: Competition With Texas Red Labeled MLL-derived Mutant Peptide | Menin + Texas Red MLL mutant peptide, fluorescence polarization | 0.23% of 270,000 active | Potency, µM (doses to about 61.6 µM), for inactives: at the highest dose FP activity change, negative = inhibition, most hits filed as inhibitors | O00255; active = well fitted inhibition curve with a large enough effect in the polarisation, with a control signal flat, not every such curve was filed as active; inconclusive = small, poorly fitted or top-dose-only effect, or effect the other way, or a change in a side signal; inactive = no such curve, though single readings can be large or run the other way; the % refers to the polarisation; note: potency is the fitted concentration of half-maximal effect; % of control where 0% means no effect; many of its hits are not listed in these tables
ELG1 DNA repair: qHTS screen for small molecules that inhibit ELG1-dependent DNA repair in human embryonic kidney (HEK293T) cells expressing luciferase-tagged ELG1 | HEK293T ELG1-luciferase reporter, luminescence, 16 h; DNA damage induced by 5-fluorouridine | Potency, µM (series often up to 46.1 µM), for inactives: at the highest dose activity change, negative = inhibition, usual class: inhibitors | 2.3% of 330,000 active | AID 504467, 2011; note: potency is the fitted concentration of half-maximal effect; % is set by controls: 0 for no effect and ±100 for the full control effect; nearly all actives have a fitted effect of over 55% in size
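Cells (2,000 per well) received 5-fluorouridine plus test compound or DMSO and were incubated 16 hr at 37 °C, 5% CO2. Luciferase activity was read by luminescence 30 min after ONE-Glo addition; signal suppression marked inhibition of damage-induced ELG1 function.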
Rab9 promoter act: qHTS Assay for Rab9 Promoter Activators | Huh7 Rab9 promoter-luciferase reporter, luminescence, 24 h | Potency, µM (highest dose often 9.22 µM), inactives show at the top dose activation, negative = inhibition, most hits filed as activators | 2.8% of 320,000 active; note: potency is the fitted concentration of half-maximal effect; % of control where 0% means no effect; nearly all actives have a fitted effect of over 60% in size
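Huh7 cells stably carrying a Rab9 promoter-luciferase reporter, 1500 cells per well in OP-MEM I with 10% FBS, treated with compound 24 hours at 37C. Luciferase activity read by luminescence after 10 minutes with Amplite reagent.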
PKM2 act: qHTS Assay for Activators of Human Muscle isoform 2 Pyruvate Kinase. Pyruvate kinase PKM (Homo sapiens), P14618. purified PKM2, Kinase-Glo ATP luminescence, activation; response scale: 0% is enzyme alone, no compound. Potency, µM (top dose mostly 57.5 µM), inactives show at the highest dose activation, most hits filed as activators. 0.34% of 260,000 active. AID 1631, 2009; note: potency is the fitted concentration of half-maximal effect; % is set by controls: 0 for no effect and ±100 for the full control effect; nearly all actives have a fitted effect of over 55% in size
Target sequence (P14618 whole entry, looked up, canonical isoform): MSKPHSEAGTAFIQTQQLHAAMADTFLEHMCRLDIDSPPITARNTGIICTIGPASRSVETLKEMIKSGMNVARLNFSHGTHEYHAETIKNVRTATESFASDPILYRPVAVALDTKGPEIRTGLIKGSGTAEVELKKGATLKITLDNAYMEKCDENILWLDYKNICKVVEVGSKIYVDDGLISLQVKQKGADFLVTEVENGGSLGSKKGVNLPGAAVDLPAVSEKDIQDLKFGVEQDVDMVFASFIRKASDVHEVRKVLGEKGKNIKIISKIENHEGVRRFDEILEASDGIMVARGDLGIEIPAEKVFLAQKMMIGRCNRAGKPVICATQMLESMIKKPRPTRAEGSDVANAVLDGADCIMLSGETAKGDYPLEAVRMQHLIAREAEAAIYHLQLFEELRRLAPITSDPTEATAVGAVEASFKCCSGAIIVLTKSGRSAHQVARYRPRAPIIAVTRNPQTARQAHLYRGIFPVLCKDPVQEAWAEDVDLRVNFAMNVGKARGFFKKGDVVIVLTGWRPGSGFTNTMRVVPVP
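hPK-M2, >95% pure; 0.1 mM ADP / 0.5 mM PEP final; imidazole pH7.2 buffer w/ 7 mM MgCl2, 50 mM KCl; 1 h RT; Kinase-Glo lum. Intermediate enzyme activity for dual inhibitor/activator qHTS.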
NPC1 prom act: qHTS Assay for NPC1 Promoter Activators; Huh7 NPC1 promoter luciferase reporter, 24 h; Potency, µM (top dose mostly 9.22 µM), inactives show at the top dose activation, usual class: activators; 2.4% of 320,000 active; AID 485313, 2010;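 note: potency is the fitted concentration of half-maximal effect; % of control where 0% means no effect; nearly all actives have a fitted effect of over 60% in size; reporter is driven by a mutant NPC1 promoter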
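Cells: Huh7 expressing luciferase under the NPC1 promoter, 1500/well. Seeded 2 h, compound added, incubated 24 h at 37 °C. Luciferase reagent, 10 min ambient, then luminescence.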
* = called active by the depositor; ? = inconclusive; / = not tested or not shown; & = joins results of further samples; [ ] = another dose, or the depositor's remark. Unless noted, calls come from the whole dose curve; as a rule, active = well fitted curve in the direction sought with a large enough effect; inconclusive = small, poorly fitted or top-dose-only effect, or another doubt; inactive = no such curve, though single readings can be large; an effect the other way counts as inactive or inconclusive.

SMILES	MBNL1 CUG block	FLuc counter	Gal4-VP16 FLuc	RORg inh	Mito fusion act	KCNH2 3.1 inh	Menin-MLL TR inh	ELG1 DNA repair	Rab9 promoter act	PKM2 act	NPC1 prom act
O=C1NC(=O)C(CCc2ccncc2)(Cc2ccc([N+](=O)[O-])cc2)C(=O)N1	?	0.8%	-6.7%	-13.4%	-0.2%	-11.1	0.0%	14.1%	0.4%	-15.6%	-0.3%
Cc1ccc(-n2c(O)c(C=NCc3ccccn3)c(=O)[nH]c2=S)cc1	/	-0.3%	-11.8%	1.6%	1.6%	2.7	/	-2.1%	-2.8%	-0.8%	-1.5%
O=C(Nc1nc2c(s1)CCCC2)Oc1ccccc1	3.9%	?	-23.3%	-28.7%	-9.2%	/	-16.8%	?	18.8%	-21.1%	8.6%
C=CCn1c(O)c(C(CC)=NC2CC2)c(=O)[nH]c1=O	-13.4%	-2.4%	-0.8%	?	3.5%	-6.6	-17.9%	?	-5.4%	0.2%	-0.6%
C=CCn1c(O)c(C(CC)=Nc2ccc(NC(C)=O)cc2)c(=O)[nH]c1=O	/	5.1%	-13.0%	19.8%	2.9%	-9.4	/	15.8%	-5.6%	-0.4%	-1.4%
Cc1cc2c(C(F)(F)F)cc(=O)oc2c2c1NCCC2	-0.4%	4.9%	-8.8%	0.9%	-0.8%	3.5	-12.9%	-0.3%	-1.2%	0.4%	2.2%
O=c1oc(Cl)c(Cl)c2ccccc12	/	-9.8%	/	/	?	2.4	7.0%	-18.4%	-2.5%[46.1 µM]	/	-16.5%[46.1 µM]
COc1cc(/C=C(/C)[N+](=O)[O-])ccc1OCc1ccccc1Cl	-15.2%	13.5µM*	?	3.98µM*	-19.1%	/	-1.4%	?	-51.6%[inhibitor]	20.9%	-8.1%
CCn1cc(C=C2C(=O)NC(=O)NC2=O)c2ccccc21	15.9%	-1.4%	-5.2%	-10.0%	-2.6%	-6.2	21.0%	?	-1.5%	/	2.2%
Cc1ccccc1C(=O)NNC(=S)NC(=O)COc1ccccc1	-5.1%	-0.5%	?	12.6µM*	7.1%	11.4	2.1%	0.7%	1.0%	-5.2%	-0.5%
Cc1cc([N+](=O)[O-])c2ccccc2[n+]1[O-]	?	7.2%	3.55µM*	?	-31.9%[inhibitor]	-40.4	/	?	-47.3%[inhibitor]	-0.1%	-30.3%[inhibitor]
CCOC(=O)C1(CCc2ccccc2)CCN(Cc2cccc3c2OCO3)CC1	3.0%	-0.6%	-18.8%	-42.7%	10.7%	-97.4*	?	?	-4.1%	31.6µM*	0.6%
CCN(CC)C(=O)c1ccc(NC(=O)c2c(C)noc2C)cc1	/	3.1%	/	/	0.1%	-5.5	/	9.6%	-1.9%	/	-0.5%
O=P(O)(O)C12CC3CC(CC(C3)C1)C2	4.2%	1.9%	-3.0%	-9.8%	0.3%	-13.3	-7.3%	5.5%	0.9%	1.8%	2.4%
CC(=O)c1ccc2c(c1)C1C(Cl)C(Sc3ccccc3[N+](=O)[O-])CC1C(c1ccccc1[N+](=O)[O-])N2 (stereo not given)	?	-4.0%	-19.9%	-38.6%	27.2%	-11.5	?	4.11µM*	-3.8%	-5.7%	-1.4%
CCOC(=O)c1c(C)n(Cc2ccccc2)c2ccc(OCC(O)Cn3nc(C)cc3C)cc12 (stereo not given)	-4.2%	0.9%	-22.6%	-23.1%	27.7%	3.5	-9.5%	20.6µM*	-8.7%	2.5%	-0.7%
OC12ONC(c3ccccn3)C1N1CCC2CC1 (stereo not given)	11.6%	0.1%	?	40.3%	17.8%	/	2.3%	-0.1%	1.7%	13.5%	-1.9%
CN(C)C1=NP(N(C)C)(N(C)C)=NC(c2ccccc2)=N1	-1.9%	1.7%	1.6%	0.0%[10 µM]	-2.9%	-24.5	3.6%	19.1%	-4.0%	8.5%	0.6%
Cc1nc2ccc(OC(=O)c3ccccc3)cc2s1	-5.1%	8.49µM*	3.0%	?	-9.6%	/	3.1%	-5.4%	-4.4%	-1.8%	1.4%
COP(=O)(OC)C(NC(=O)c1ccc(C)cc1)C(Cl)(Cl)Cl (stereo not given)	-2.3%	?	?	9.7%	0.2%	10.5	5.8%	1.4%	-10.6%	-5.5%	-2.3%
CCOc1ccc(CN2CCCC(C(=O)c3ccccc3OC)C2)cc1 (stereo not given)	-3.4%	-12.5%	-3.4%	13.4%	2.6%	-83.8*	-17.5%	0.0%	-0.8%	-4.4%	-4.4%
CC(=O)N1N=C(c2c(O)n(C)c(=O)n(C)c2=O)CC1c1ccccc1 (stereo not given)	/	-0.6%	?	?	-1.8%	-16.5	/	?	-5.4%	-3.5%	-5.1%
O=c1cccc2n1C[C@H]1C[C@@H]2CN2CCCC[C@@H]12	-13.8%	1.8%	-1.7%	-6.0%	-3.2%	2.5	-0.1%	-3.8%	1.6%	0.5%	-1.8%
COC(=O)C1=C(c2ccc3ccccc3c2)C[C@@H]2CC[C@H]1N2C(=O)NCc1ccc(F)cc1	/	0.9%	/	/	?	7.8	/	0.0%	-12.3%	/	-6.4%
O=c1[nH]c(=O)n(Cc2ccco2)c(O)c1/C=N/N1CCCCC1	-10.1%	2.8%	-2.9%	6.1%	-3.9%	0.1	-1.4%	13.6%	-6.7%	8.5%	-0.5%
CNC(=O)Oc1cccc2ccccc12	/	-3.2%	-6.6%&-0.8%	2.3%&27.3%	-0.8%	7.1	9.3%	1.5%	-1.0%	2.5%	-3.3%
Cc1ccc(-c2noc(=O)n2CC(=O)Nc2ccc(S(=O)(=O)NC3CC3)cc2)cc1	-29.8%	1.0%	-17.6%	8.2%	1.4%	-9.2	4.2%	?	?	1.8%	3.5%
CCN(C(=O)Oc1ccccc1)c1ccc(C(O)(C(=O)OC)C(F)(F)F)cc1 (stereo not given)	10.2%	2.0%	4.5%	23.3%	-2.5%	4.4	-1.0%	?	-0.2%	-4.5%	1.0%
COc1ccc(-n2c(CNCCc3ccc(C)cc3)nc3ccccc3c2=O)cc1	0.6%	3.7%	-10.5%	-31.5%[1.91 µM]	-6.1%	14.7	-22.5%	17.8%	11.9%	-0.2%	1.0%
CCC1CCCCN1P(=O)(c1ccc(C)o1)C(C)(C)C (stereo not given)	-9.1%	2.1%	0.3%	0.0%	1.4%	3.5	-5.5%	-19.2%	7.7%	-15.4%	-2.1%
CCOc1ccc(-n2c(O)c(C=NCCN3CCNCC3)c(=O)[nH]c2=O)cc1	10.5%	1.2%	-1.7%	-0.9%	-4.2%	2.1	-8.5%	-8.6%	-0.2%	-1.7%	-5.9%
Cn1cc(NC(=O)CCl)cn1	/	-3.0%	-4.5%	-24.8%	-6.9%	-3.8	6.8%	7.7%	-1.2%	2.6%	-3.2%
CCCCn1c(O)c(/C(CC)=N/N2CCCCC2c2cccnc2)c(=O)[nH]c1=S (stereo not given)	-4.5%	-0.7%	?	?	20.3%	-4.5	2.8%	?	-2.3%	10.0%	0.7%
CCN1C(=O)C(=Cc2ccc(C)s2)C(=O)N(CC)C1=S	23.8%	?	-3.1%	33.5%	0.8%	-9.4	18.1%	?	18.2%	2.1%	?
O=C1NC(=O)N(c2ccc(Cl)cc2)C(=O)/C1=C/c1coc2ccc(O)cc2c1=O	-5.6%	-6.4%	1.3%	5.9%	0.9%	-1.9	/	17.3%	-3.9%	13.8%	-4.7%
CC(C)C[C@H]1C(=O)N2CCC[C@H]2[C@]2(O)O[C@](NC(=O)[C@@H]3C=C4c5cccc6[nH]c(Br)c(c56)C[C@H]4N(C)C3)(C(C)C)C(=O)N12	/	/	-25.9%	?	?	/	25.9%	/	-18.8%[46.1 µM]	/	-17.8%[46.1 µM]

Screening results from PubChem BioAssay.

These rows are one share of the data; rates above refer to the full screens.
